DENV2 CPE rescue: inhibitors of DENV2 cytopathic effect, primary screen, cell-based, plate reader, single concentration; CPE inhibition, % at 9.99 µM; DENV2-infected cells, cytopathic effect rescue; AID 651640, 2012; actives 1.7% (n = 350,000); in the data active = CPE inhibition above about 20%, passing the limit was not always enough; inconclusive = no clear call, values can overlap the other calls; tested in BHK-21 cells;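 note: 0% = median of neutral control wells and 100% = median of positive control wells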
miR122 inh: miR-122 Renilla sensor signal increase in Huh7, primary screen, miR-122 inhibitor project, cell-based, single point, plate reader. actives 0.3% (n = 340,000). activation (reporter increase), % at 12.5 µM. AID 602342, 2012. Huh7 miR-122 Renilla luciferase sensor, 48 h; neutral wells = 0, positive control = 100;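 active = mean replicate activation score at least 90 and every replicate individually at or above 90; inconclusive = only one of the two criteria met; inactive = neither criterion met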;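 note: higher luciferase means less miR-122 activity so hits act as miR-122 inhibitors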
ERp5 inh: inhibitors of ERp5-driven insulin aggregation, primary screen, biochemical, turbidity, absorbance 650 nm, single point; inhibition, % at 9.99 µM; Protein disulfide-isomerase A6 (Homo sapiens), Q15084; actives 0.05% (n = 350,000); 90 min;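 active = mean replicate inhibition above about 25%, with every replicate also reaching it, limit read from the data, passing the limit was not always enough; inconclusive = only one of those two criteria met; inactive = neither criterion met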
F508del corr: F508del CFTR correction, initial screen, CFBE line, single point | CFBE cells, YFP halide quenching; stimulated with forskolin plus potentiator P3; % fluorescence drop versus neutral controls | activity (quench increase), % at 7.58 µM | actives 0.36% (n = 350,000) | AID 720511, 2013;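 active = mean added fluorescence quench of at least 8% versus neutral control, with both replicates also reaching 8%; inconclusive = only one of the mean or replicate conditions met; inactive = mean below 8% and not both replicates reaching 8%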;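 note: cells transiently co-express mutant CFTR-F508del with the halide-sensitive YFP; corrector assay measuring rescue of mutant channel to the surface after 24 h compound exposure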
CASP6 VEID inh: human caspase-6 inhibitors, primary screen, biochemical, VEID-R110 fluorescence, single point, set 2; P55212; purified caspase-6, Z-VEID-R110 cleavage fluorescence; inhibition, % at 12.5 µM; actives 0.53% (n = 350,000);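 active = mean inhibition across replicates at least about 35%, with every replicate also reaching that limit, limit read from the data; inconclusive = only one of the two criteria met; inactive = neither criterion met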;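 note: 0% = median of neutral control wells and 100% = no fluorescence left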
SIRT5 block: SIRT5 desuccinylase inhibitors, primary screen, biochemical, fluorescence imaging, single point, set 5 | AID 652115, 2013 | NAD-dependent protein deacylase sirtuin-5, mitochondrial (Homo sapiens), Q9NXA8 | actives 1.1% (n = 330,000) | Purified SirT5, succinyl-peptide AMC, trypsin-coupled fluorescence | inhibition, % at 15 µM; in the data active = inhibition above about 15%; inconclusive = no clear call, values can overlap the other calls
ERAP1 HTS inh: human ERAP1 aminopeptidase inhibitors, primary screen, biochemical, single point, plate reader; actives 0.15% (n = 340,000); recombinant ERAP1, Leu-AMC fluorescence, 60 min; Endoplasmic reticulum aminopeptidase 1 (Homo sapiens), Q9NZ08; AID 652197, 2013; inhibition, % at 10.7 µM;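 active = mean replicate inhibition of at least 30%, or all replicates individually reaching that 30% level; inactive = mean below 30% and not every replicate reaching it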;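 note: 0% = neutral control wells and 100% = L-leucinethiol positive control wells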
Target sequence (Q9NZ08 whole entry, looked up): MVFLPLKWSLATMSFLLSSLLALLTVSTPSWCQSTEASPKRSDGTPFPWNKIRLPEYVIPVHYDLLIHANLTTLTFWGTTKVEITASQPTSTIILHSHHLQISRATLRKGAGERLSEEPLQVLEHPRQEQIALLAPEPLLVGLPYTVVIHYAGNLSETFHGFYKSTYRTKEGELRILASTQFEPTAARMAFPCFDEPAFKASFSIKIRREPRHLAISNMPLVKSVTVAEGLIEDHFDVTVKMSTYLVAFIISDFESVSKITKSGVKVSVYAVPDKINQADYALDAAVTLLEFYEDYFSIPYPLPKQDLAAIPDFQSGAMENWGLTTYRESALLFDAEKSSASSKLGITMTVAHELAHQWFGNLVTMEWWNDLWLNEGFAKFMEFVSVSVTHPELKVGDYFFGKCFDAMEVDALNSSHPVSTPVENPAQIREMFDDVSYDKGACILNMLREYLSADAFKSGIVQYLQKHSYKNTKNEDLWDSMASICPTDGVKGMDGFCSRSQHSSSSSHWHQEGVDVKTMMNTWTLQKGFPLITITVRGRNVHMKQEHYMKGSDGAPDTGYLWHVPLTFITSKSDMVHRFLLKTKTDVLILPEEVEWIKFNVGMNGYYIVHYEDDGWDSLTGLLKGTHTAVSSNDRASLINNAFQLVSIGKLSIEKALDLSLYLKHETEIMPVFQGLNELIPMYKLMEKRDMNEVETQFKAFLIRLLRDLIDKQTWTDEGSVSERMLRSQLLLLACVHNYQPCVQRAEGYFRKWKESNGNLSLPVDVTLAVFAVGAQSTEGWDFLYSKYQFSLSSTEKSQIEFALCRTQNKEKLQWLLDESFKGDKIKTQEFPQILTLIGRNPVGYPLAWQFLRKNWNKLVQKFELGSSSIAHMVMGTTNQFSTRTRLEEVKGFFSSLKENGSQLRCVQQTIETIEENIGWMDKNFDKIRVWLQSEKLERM
Starred values were filed as active, the others as inactive; ? = inconclusive; / = not tested or not shown; & = joins results of further samples; [ ] = another dose, or the depositor's remark. Rows are unselected, and some 4% of all compounds hit somewhere here.

nr	smiles	DENV2 CPE rescue	miR122 inh	ERp5 inh	F508del corr
1	N#C[C@H]1[C@@H](c2ccccc2C2=CCCC2)[C@@H](CO)N1C(=O)c1cccc(F)c1	71*	/	6	0.1
2	C[C@H](CO)N1C[C@H](C)[C@@H](CN(C)C(=O)Nc2ccccc2)Oc2c(NC(=O)C3CCCCC3)cccc2C1=O	3&-7	35[16.7 µM]	-3&-5	-4.5&-3.0
3	N#Cc1cnc(SCC(=O)Nc2ccccc2C(F)(F)F)nc1N	-2	-2	-5	-1.2
4	C[C@H]1CN([C@@H](C)CO)C(=O)c2cc(C#Cc3ccccc3)cnc2O[C@@H]1CN(C)C(=O)C1CC1	7	-5[16.7 µM]	4	-1.1
5	COc1cccc(-c2ccc([C@H]3[C@H](CO)N4C(=O)CN(C(=O)C5CCCC5)C[C@@H]34)cc2)c1	0	/	2	1.5
6	C[C@H]1CCCCO[C@@H](CN(C)S(=O)(=O)c2ccc(F)cc2)[C@@H](C)CN([C@@H](C)CO)C(=O)c2cc(NC(=O)CCC(F)(F)F)ccc2O1	1	-6[16.7 µM]	0	3.3
7	CON(C)c1nc(C2CCCCC2)c2cc(C)ccc2n1	-5	-2	0	-0.6
8	COc1ccc(C#Cc2ccc3c(c2)[C@H]2[C@H](CCN2C(=O)C2CCCCC2)[C@H](CO)N3)cc1	10	5[16.7 µM]	2	-1.7
9	COc1cccc(S(=O)(=O)N[C@@H]2CC[C@@H](CCn3cc(-c4ccc(F)cc4)nn3)O[C@H]2CO)c1	1	/	8	1.3
10	C[C@H](CO)N1C[C@H](C)[C@H](CN(C)C)Oc2ccc(NS(=O)(=O)c3ccccc3)cc2CC1=O	4	32[16.7 µM]	-1	-1.0
11	Cc1ccc2nc(C)c3c(c2c1)N(c1ccccc1)CC3	20	3	-4	4.1
12	Cc1ccccc1-c1ccc(C2[C@@H]3CN(S(=O)(=O)c4ccccc4C)C[C@H]2N3)cc1 (stereo partly drawn)	2&4	/	-5&1	1.5&-2.9
13	COc1cc(NC(=O)C/C(C)=N/NC(=O)c2cccc(O)c2)c(OC)cc1Cl	-1	/	-3	1.3
14	FC(F)Oc1ccc(NC(=S)NCc2ccco2)cc1Cl	/	20	0	1.9
15	Cc1cccc(NC(=O)CSc2ccc3nnc(-c4cccnc4)n3n2)c1	-8	5	1	-8.5

nr	CASP6 VEID inh	SIRT5 block	ERAP1 HTS inh
1	1	0	-2
2	0&7	-5	-1&2
3	2	-2	2
4	-2	-1	-4
5	1	-4	3
6	-1	6	-3
7	-1	/	3
8	-1	5	-2
9	-1	1	1
10	-1	5	1
11	3	/	/
12	2&0	3&8	0&0
13	-1	/	-4
14	2	/	/
15	1	2	-3

Three entries out of the list, arranged by SMILES length, largest number first:
nr	smiles	DENV2 CPE rescue	miR122 inh	ERp5 inh	F508del corr
2	C[C@H](CO)N1C[C@H](C)[C@@H](CN(C)C(=O)Nc2ccccc2)Oc2c(NC(=O)C3CCCCC3)cccc2C1=O	3&-7	35[16.7 µM]	-3&-5	-4.5&-3.0
10	C[C@H](CO)N1C[C@H](C)[C@H](CN(C)C)Oc2ccc(NS(=O)(=O)c3ccccc3)cc2CC1=O	4	32[16.7 µM]	-1	-1.0
1	N#C[C@H]1[C@@H](c2ccccc2C2=CCCC2)[C@@H](CO)N1C(=O)c1cccc(F)c1	71*	/	6	0.1

nr	CASP6 VEID inh	SIRT5 block	ERAP1 HTS inh
2	0&7	-5	-1&2
10	-1	5	1
1	1	0	-2

Other results.
nr	smiles	DENV2 CPE rescue	miR122 inh	ERp5 inh	F508del corr
16	O=C(C[C@H]1CC[C@@H]2[C@H](COC[C@@H](O)CN2Cc2cc(F)cc(F)c2)O1)NC1CCCC1	1	1[16.7 µM]	-4	1.3
17	CCOC(=O)c1[nH]c(C)c(C(=O)OCC(=O)NCc2ccc(Cl)cc2)c1C	-2	6	-12	-3.6
18	COC(=O)c1cc(C(=O)c2cc(F)ccc2O)cn2c(=O)c3c(C)c(C)sc3nc12	0	1	4	4.0
19	COc1ccc(NC(=O)Nc2ccc3c(c2)C(=O)N([C@@H](C)CO)C[C@@H](C)[C@H](CN(C)C(=O)NC2CCCCC2)O3)cc1	-1	-2[16.7 µM]	-7	1.1
20	COCCNC(=O)C(=O)Nc1ccc(Cl)cc1C	/	/	-1	0.7
21	O=C(CN1CCN(c2cccc(C(F)(F)F)c2)CC1)N(C1CCCC1)C1CCS(=O)(=O)C1 (stereo not drawn)	51*	-11	1	5.5
22	Cc1cccc(C)c1NC(=S)Nc1ccc(Cl)c(Cl)c1	-2	-3	-2	3.4
23	C[C@@H]1CN([C@H](C)CO)C(=O)c2cccc(NS(=O)(=O)c3cn(C)cn3)c2O[C@H]1CN(C)Cc1ccc(-c2ccccc2)cc1	-15	6[16.7 µM]	-5	-2.4
24	COCCCn1cc(CN2CC(N3CCN(C4CCN(C)CC4)CC3)CS2(=O)=O)nn1 (stereo not drawn)	?	/	6	0.6
25	COc1ccc(C2C(CC(=O)O)=C(Nc3ccccc3)C(=O)N2c2ccccc2)cc1 (stereo not drawn)	16	9	3	1.9
26	COc1ccc(N2CCN(C(=O)c3ccc4[nH]c(C)c(C)c4c3)CC2)cc1	3	1	-14	1.4
27	O=C(CC(=O)c1ccccc1)CC(O)(C=Cc1ccccc1)c1ccccc1 (stereo not drawn)	-6	-4	7	-1.3
28	O=C(CSc1ncn[nH]1)Nc1ccc(OCc2ccccc2)cc1	3	/	-1	-0.1
29	Cc1ccc(-n2c(C)c([N+](=O)[O-])c3ccc(O)cc32)cc1	7	/	2	-3.3
30	CN1c2ccc(-c3ccccc3F)cc2[C@H]2[C@H](CCN2S(=O)(=O)c2ccccc2F)[C@H]1CO	-10	?	2	0.5

nr	CASP6 VEID inh	SIRT5 block	ERAP1 HTS inh
16	-1	9	-4
17	-1	-1	0
18	0	-3	/
19	-3	-1	-1
20	-6	2	0
21	0	0	2
22	0	0	2
23	-1	6	3
24	-81	-6	/
25	1	-5	0
26	10	11	0
27	-4	/	3
28	-1	/	/
29	-1	-4	0
30	0	/	0

Other entries follow.
nr	smiles	DENV2 CPE rescue	miR122 inh	ERp5 inh	F508del corr
31	CCn1nnc(NC(=O)c2ccc(Br)o2)n1	0	-3	-1	0.3
32	C[C@@H]1CN([C@H](C)CO)S(=O)(=O)c2ccc(C#Cc3ccccc3)cc2O[C@H]1CN(C)C	2	0[16.7 µM]	-1	-1.2
33	CCc1nc2ccc(C(=O)Nc3cc(-c4ccccc4)ccc3OC)cn2c1N(CC)CCN(C)C	-6	-1	3	-1.3
34	CC(C)CN1CCC(=O)N([C@H](CSc2ccccc2)Cc2ccccc2)CC1	-7	9	0	-2.4
35	COc1ccc(-c2cc(C(=O)Nc3ccc(C(N)=O)cc3)c3ccccc3n2)cc1	5	/	1	0.8
36	CC(=O)c1cccc(S(=O)(=O)NC2CCSc3ccccc32)c1 (stereo not drawn)	-5	7	-2	2.8
37	C/C(=N\NC(=O)Cc1ccccc1[N+](=O)[O-])c1cccnc1	-3	2	-1	2.5
38	CCOc1cc(/C=N/NC(=O)c2ccccc2OCc2ccc(F)cc2)ccc1O	3	/	3	-1.2
39	CCC(O)C1CCN(C(=O)c2cc(COc3ccc(F)cc3F)on2)CC1 (stereo not drawn)	0	2	1	1.8
40	CCC(=O)N1CCn2c1nc1ccccc12	0	-3	2	-0.3
41	O=C(COC(=O)CCC(=O)c1ccc(F)cc1)NCc1ccccc1Cl	-7	-5	-2	-5.0
42	CC(=O)c1cc(F)c(N2CCN(CCC#N)CC2)cc1C	/	/	3	/
43	COC(C[C@H](O)CC(=O)COCc1ccccc1)OC	9	-2	7	-0.5
44	C[C@@H](O)C#Cc1ccc([C@H]2[C@@H](CO)N3CCCCN(CC4CCOCC4)C[C@@H]23)cc1	13	20[16.7 µM]	7	-0.6
45	CC(C)(C)NC(=O)CCCSc1nc2ccccc2s1	-4	/	-1	-0.6

nr	CASP6 VEID inh	SIRT5 block	ERAP1 HTS inh
31	-2	-1	1
32	1	-5	-6
33	-5	-3	0
34	-1	/	/
35	-2	1	2
36	3	-4	0
37	-7	1	-1
38	-1	-4	1
39	2	-14	0
40	-7	-3	3
41	0	1	-2
42	1	-2	2
43	1	/	3
44	-1	-8	-2
45	3	-1	2

Later entries.
nr	smiles	DENV2 CPE rescue	miR122 inh	ERp5 inh	F508del corr
46	Cc1cc(C)c(S(=O)(=O)N2CCN(C(=O)N3CCOCC3)CC2)c(C)c1	15	-1	-2	-1.0
47	Cn1c(=O)c2cccnc2c(=O)n1C	-6	/	2	-0.3
48	COc1ccc(NC(=O)Nc2cnccn2)c(OC)c1	2	/	14	-3.0
49	CCc1ccccc1Oc1nc(NCCOC)nc2cc(-c3ccccc3)sc12	4	/	11	0.9
50	CNC(=S)Nc1ccc(C)c(NC(=S)NC)c1	11	-1	-2	1.0
51	CN(C)C(CNC(=O)c1cnc(Cl)c(Cl)c1)c1ccccc1 (stereo not drawn)	3	14	2	-1.3
52	CCC(=O)Nc1ccc(C(=O)COC(=O)CCN2C(=O)C3CC=CCC3C2=O)cc1 (stereo not drawn)	7	0	3	2.5
53	C/C(=N/Nc1nc(C)c(C)s1)c1cccc([N+](=O)[O-])c1	0	-8	0	0.9
54	CC(NC(=O)COC(=O)COc1cccc2c1OC(C)(C)C2)c1ccccc1 (stereo not drawn)	3	/	-3	-1.9
55	O=S(=O)(N[C@@H]1CC[C@@H](CCn2cc(-c3ccccn3)nn2)O[C@H]1CO)c1cccc(F)c1	0	/	1	0.5
56	Cc1nc2c(-c3ccccc3)c(C)nn2c(C)c1CCC(=O)O	17	3	-2	3.4
57	CC(C)(C)C(=O)O/N=C1\CCS(=O)(=O)c2sccc21	-4	/	-1	1.0
58	COC(=O)[C@@]12CCCN1[C@H](c1ccc(-c3ccc4c(c3)OCO4)cc1)[C@H]1C(=O)N(C)C(=O)[C@H]12	/	-1	-1	-0.5

nr	CASP6 VEID inh	SIRT5 block	ERAP1 HTS inh
46	-1	-3	-2
47	-2	-2	0
48	1	-5	1
49	-3	0	1
50	6	-3	1
51	-2	-5	-3
52	1	-1	5
53	1	-1	-1
54	0	-1	8
55	1	2	-3
56	0	0	6
57	-3	-2	-2
58	4	/	3

Bioassay records (PubChem)
